PP5 inh: inhibitors of human protein phosphatase 5 (PP5); AID 1987; actives 0.18% (n = 320,000); inhibition, % at 6.7 µM; purified PP5c, OMFP substrate fluorescence; P53041;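 active means inhibition above the campaign's mean inhibition across all tested compounds plus 3 SD, cut at about 9.5% in these data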;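 further: 0% = DMSO only and 100% = 100 µM cantharidin control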
PP1 inh: blocks human PP1-alpha phosphatase, a PP5 counter-screen. inhibition, % at 6.7 µM. purified PP1alpha, OMFP fluorescence. actives 0.9% (n = 320,000). P62136. AID 2235;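 active means inhibition above the mean inhibition of all tested compounds plus 3 SD, computed separately for each screening campaign, cut at about 15% in these data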
core dimer inh: blocks dimerization of HCV core protein; TR-FRET GST/Flag-core106 dimerization, 1536-well; actives 0.33% (n = 300,000); inhibition, % at 5 µM;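 active means inhibition above the mean of all tested compounds plus 3 SD, set per screening campaign, cut at about 45% in these data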
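Assay system: GST-tagged and Flag-tagged HCV core protein residues 1-106 / Times: compound-protein-antibody incubation 4 h at 22.5 °C / Signal: time-resolved FRET, ex 340 nm, em 617 and 671 nm / Evaluation: % inhibition based on acceptor/donor emission ratio / Benchmarks: wells lacking GST-core106 and wells with excess unlabelled core106 / Repeats: singlicate, one well per compound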
proCasp7 act: activates human procaspase-7, counter-screen for procaspase-3 activators; recombinant procaspase-7, Ac-DEVD-pNA absorbance 405 nm; D23A/D198A/D206A triple mutant, cannot self-cleave; scale: DMSO 0, 5 µM enzyme 100; P55210; activation, % at 8.5 µM; AID 463210; actives 0.093% (n = 330,000);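 active means percent activation above the screen-wide mean plus 3 SD, cut at about 25% in these data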
Target sequence (P55210 whole entry D23A/D198A/D206A): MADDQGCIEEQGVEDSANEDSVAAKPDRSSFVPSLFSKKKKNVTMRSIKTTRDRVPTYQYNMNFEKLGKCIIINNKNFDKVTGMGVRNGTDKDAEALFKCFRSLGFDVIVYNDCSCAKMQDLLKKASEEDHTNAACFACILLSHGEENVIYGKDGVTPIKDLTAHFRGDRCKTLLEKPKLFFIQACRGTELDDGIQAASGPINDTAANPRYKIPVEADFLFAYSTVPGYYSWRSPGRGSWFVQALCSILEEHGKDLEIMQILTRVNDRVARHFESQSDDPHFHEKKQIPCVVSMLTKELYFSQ
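buffer or medium = Zinc-free HEPES/NaCl buffer, pH 7.4 | material = Procaspase-7 triple mutant (PC-7 D3A) | input = 2 µM procaspase-7 mutant as dispensed | signal = Epi-absorbance of released pNA at 405 nm, two timepoints | timing = 1 h preincubation, 2 h reaction | replicates = singlicate compound testing | evaluation = % activation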
proCasp3 act: activates human procaspase-3; recombinant procaspase-3 D3A, Ac-DEVD-pNA absorbance 405 nm; activation, % at 8.5 µM; actives 0.11% (n = 330,000); AID 463141;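 active means activation above the mean of all tested compounds plus 3 SD, cut at about 21% in these data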;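 further: 0% = DMSO alone and 100% = DMSO wells spiked with extra 5 µM PC-3 D3A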
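assay system = Procaspase-3 D3A mutant | signal = absorbance at 405 nm, 0 and 120 min | times = 1 h preincubation plus 2 h reaction at 25 °C | repeats = single replicate | read-out = % activation between DMSO and enzyme-spiked controls | medium = Zinc-free HEPES saline buffer with Triton X-100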
Fh CTSL1 inh: counter-screen for PFM18AAP inhibitors: inhibitors of F. hepatica cathepsin L1. inhibition, % at 5.96 µM. recombinant F. hepatica cathepsin L1, Z-Leu-Arg-MCA fluorescence. actives 0.49% (n = 300,000);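 active means inhibition above the mean of all tested compounds plus 3 SD, set per screening campaign, cut at about 17% in these data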;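 further: 0% = plate median of test compound wells and 100% = 1 µM Z-Phe-Ala-diazomethylketone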
JMJD2C inh: human JMJD2C demethylase inhibition; Q9H3R0; GST-JMJD2C(1-420) H3K9me3 demethylation, DELFIA europium; inhibition, % at 2.35 µM; actives 0.069% (n = 330,000); AID 2099;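 active means more than half of a compound's replicate wells show inhibition beyond 50%, single wells judged on their own value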;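 further: signal counts dimethyl H3K9 product captured on neutravidin plate; 0% = median of DMSO wells and 100% = 0.3 times that DMSO median; strong numbers were not always called active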
GRK2 inh: inhibitors of human GRK2 displacing RNA aptamer; bead flow cytometry, FAM-aptamer displacement from GRK2; inhibition of aptamer binding, % at 10 µM; actives 0.59% (n = 330,000); AID 488847;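 active means inhibition of aptamer binding above 40%, roughly 3 SD of noise, on plates passing a quality check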;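 further: median bead fluorescence of bound FAM aptamer so fluorescent compounds give negative values; no value below 0 was filed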
Target sequence (P25098 whole entry, looked up): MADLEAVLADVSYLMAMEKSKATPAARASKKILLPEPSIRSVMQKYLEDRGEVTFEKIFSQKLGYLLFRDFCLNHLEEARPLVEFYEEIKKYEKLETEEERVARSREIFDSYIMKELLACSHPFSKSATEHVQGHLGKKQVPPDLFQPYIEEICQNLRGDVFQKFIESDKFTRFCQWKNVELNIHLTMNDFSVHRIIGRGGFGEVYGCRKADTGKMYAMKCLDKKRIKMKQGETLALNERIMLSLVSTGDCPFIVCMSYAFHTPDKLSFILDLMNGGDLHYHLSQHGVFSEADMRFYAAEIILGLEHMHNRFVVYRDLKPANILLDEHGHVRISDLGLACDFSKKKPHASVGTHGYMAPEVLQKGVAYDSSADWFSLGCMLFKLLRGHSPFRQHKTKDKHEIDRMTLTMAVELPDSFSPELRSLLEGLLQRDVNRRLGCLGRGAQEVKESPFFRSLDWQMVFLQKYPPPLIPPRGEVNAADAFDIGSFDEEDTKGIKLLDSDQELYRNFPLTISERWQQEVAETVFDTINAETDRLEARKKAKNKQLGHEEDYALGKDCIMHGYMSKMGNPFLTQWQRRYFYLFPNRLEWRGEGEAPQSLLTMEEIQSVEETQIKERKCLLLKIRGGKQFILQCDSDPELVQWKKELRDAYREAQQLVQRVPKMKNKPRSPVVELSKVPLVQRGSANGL
VLA-4 inh: inhibition in a human VLA-4 binding assay; inhibition, % (about 7 µM as worked out from the volumes in the protocol); actives 0.2% (n = 330,000); P13612; VLA-4 expressing cells, ligand binding flow cytometry; in the data active means inhibition above about 50%
* marks the source's active call; other numbers are inactive results; x = not tested or not shown.

SMILES	PP5 inh	PP1 inh	core dimer inh	proCasp7 act	proCasp3 act	Fh CTSL1 inh	JMJD2C inh	GRK2 inh	VLA-4 inh
COC(=O)c1cc(COc2ccc3c4c(c(=O)oc3c2)CCCC4)c(C)o1	1.1	1	-10	-2	13	3	6	0	4
COc1ccc(N=C(C)C2=C(O)c3ccccc3C2=O)cc1	2.8	1	-3	-11	7	2	-1	0	7
CC(C)OP(=O)(OC(C)C)C(Nc1ccccc1)c1cccc2c1OCO2 (centres undefined)	-0.3	-4	9	4	2	0	-13	3	31
COc1cccc(-c2noc(CCC(=O)Nc3cccnc3)n2)c1	0.1	-1	0	-1	1	-2	22	0	1
Cc1noc(C)c1CSc1nc2[nH]ncc2c(=O)n1-c1ccccc1	-0.4	2	7	-9	-2	2	-1	0	24
Cc1cc(NC(=O)c2ccc(Cl)cc2Cl)no1	0.5	-1	1	0	5	0	0	0	11
O=c1oc2ccccc2c2c1C(c1ccc(Cl)cc1)Nc1ccc3ccccc3c1-2 (centres undefined)	-0.2	-6	4	0	-4	2	31	1	-10
CCc1nc(SCC(=O)N2CCC(C)CC2)c2c(=O)n(C)c(=O)n(C)c2n1	-1.2	4	-1	-4	1	0	11	1	10
CCc1sc(C(=O)Nc2cc(S(=O)(=O)N3CCOCC3)ccc2OC)cc1C	3.7	2	x	3	5	x	-3	0	2
CCn1cc(C(=O)NC2CCCc3c2cnn3-c2cccc(C)c2C)cn1 (centres undefined)	4.0	4	-6	7	0	-3	-14	1	-3
CC1(C)CC(=O)c2sc(NC(=O)CN3CCCCC3)nc2C1	-3.5	-3	-2	16	1	4	3	0	5
CCCOc1ccc(CC2CCC(=O)NC2=O)cc1 (centres undefined)	-1.1	-4	-3	8	-5	-3	1	1	22
CCCS(=O)(=O)Nc1c(C(=O)OC)[nH]c2ccccc12	2.3	0	-9	6	2	1	6	0	16
COc1ccc(NC(=O)Nc2ccccc2SC)cc1OC	0.9	1	-1	-17	-7	0	18	0	17
CN(C)S(=O)(=O)c1ccc(Nc2ccc(-c3ccc4c(c3)OCCO4)nn2)cc1	0.5	-3	10	10	8	1	-19	1	22
O=C1OC2CCC1(c1ccccc1)C2 (centres undefined)	-0.5	1	-1	1	7	3	5	2	10
COCCCNc1nc2ccccc2nc1NS(=O)(=O)c1ccccc1	-0.7	1	5	1	4	3	-19	0	11
O=C(NCCCN1CCOCC1)c1nn2c(C(F)(F)F)cc(-c3ccco3)nc2c1Cl	0.9	-4	6	1	-2	1	-17	0	16
COc1ccc2nc(C)c(C(N)=O)cc2c1	-1.0	-3	-1	9	6	-4	3	3	0
O=C(CN1CCN(Cc2ccccc2)CC1)N1CCCc2c1c(=O)oc1ccc(O)cc21	3.9	8	-4	2	7	-4	27	1	12
COc1ccc(/C=N/NC(=O)c2nnn(-c3nonc3N)c2-c2cccc(OC)c2)cc1	-1.7	-10	2	-3	3	2	-7	5	-3
Cc1ccccc1C(=O)N1CCN(c2ncnc3c2cnn3-c2ccccc2)CC1	2.1	3	-2	-4	7	0	-3	0	4
Cc1cc(S(=O)(=O)NCc2ccccc2)ccc1OCC(=O)N1CCOCC1	-0.6	0	-2	5	1	0	10	0	-6
Cc1ccc(NC(=S)N2CCC(NC(=O)c3ccccc3)CC2)cc1	-1.7	-1	0	2	2	-2	-5	1	-5
CCC[N+](CC#Cc1ccccc1)(CCC)CC(=O)OCC	1.4	-2	-6	3	-12	-3	-7	1	20

Only PP1 inh, VLA-4 inh and GRK2 inh (5 entries from above):
smiles	PP1 inh	VLA-4 inh	GRK2 inh
CN(C)S(=O)(=O)c1ccc(Nc2ccc(-c3ccc4c(c3)OCCO4)nn2)cc1	-3	22	1
O=C1OC2CCC1(c1ccccc1)C2 (centres undefined)	1	10	2
COCCCNc1nc2ccccc2nc1NS(=O)(=O)c1ccccc1	1	11	0
O=C(NCCCN1CCOCC1)c1nn2c(C(F)(F)F)cc(-c3ccco3)nc2c1Cl	-4	16	0
COc1ccc2nc(C)c(C(N)=O)cc2c1	-3	0	3

Further structures.
SMILES	PP5 inh	PP1 inh	core dimer inh	proCasp7 act	proCasp3 act	Fh CTSL1 inh	JMJD2C inh	GRK2 inh	VLA-4 inh
Cn1c(CSCc2ccccc2)nnc1SCC(=O)Nc1nccs1	7.0	7	0	0	3	0	-1	50*	-4
CCCCC(=O)Nc1ccc(C(=O)Nc2cccnc2)cc1	0.0	-1	-5	14	3	-5	-8	0	36
NC(=O)C1CC(=O)N(c2ccc(OCc3ccc(F)cc3)cc2)C1 (centres undefined)	0.2	-5	9	-3	-1	-4	4	0	20
CC(/C=N/NC(=O)c1nnn(-c2nonc2N)c1C)=C\c1ccccc1	-1.3	0	-9	4	9	0	-12	0	0
CCOC(=O)c1sc(C)c2c(=O)n(Cc3ccc(Cl)cc3)cnc12	0.2	-7	7	11	1	1	15	3	0
COc1ccc(C(=O)NNC(=S)NC(=O)c2cccs2)cc1	2.0	-1	-3	-9	-6	0	-3	0	3
O=C(Nc1cccc(-c2cnc3ccccc3n2)c1)c1cccc(NC(=O)c2ccco2)c1	2.6	3	10	6	-6	3	5	0	-37
Cc1cccc(NC(=O)CSCC(=O)N(C)CC(=O)Nc2cccc(F)c2)c1	2.7	-5	3	8	7	2	-6	2	5
N#Cc1cccc2cccc(S(=O)(=O)N3CCOCC3)c12	1.1	4	x	-6	4	x	5	3	32
Cc1cc(-c2ccccc2)nc(N/N=C/c2ccc([N+](=O)[O-])cc2)n1	-6.2	3	-3	-25	-51	0	-31	4	-7
Cc1ccc(C)c(NC(=S)N2CCN(Cc3ccccc3)CC2)c1	2.4	3	-3	5	-4	-1	-1	1	11
COc1ccccc1N1CCN(C(=O)C(=O)c2cn(CC(=O)N3CCCC3)c3ccccc23)CC1	1.6	-3	-3	10	6	1	-5	4	16
CCOC(=O)COc1nc2c(c(-c3ccco3)c1C#N)CCc1ccccc1-2	-1.4	0	10	16	4	3	13	2	-2
Cc1cc(Nc2ccccc2)c2c([N+](=O)[O-])c(C)cc(C)c2n1	-0.1	-2	-6	5	4	-2	-8	1	-3
Cc1ccc(S(=O)(=O)N2CCN(C(=O)C3CCCCC3)CC2)cc1	1.6	-1	-5	4	9	-3	-2	1	4
Cc1ccc(N(C(C)C(=O)Nc2cccc(N(C)S(C)(=O)=O)c2)S(C)(=O)=O)cc1 (centres undefined)	2.6	-2	0	10	-3	-4	-1	0	-4
Cc1nn(-c2ccccc2)c2c1C(c1ccccc1)C(C#N)=C(N)O2 (centres undefined)	0.6	1	-10	-4	-4	-1	8	2	3
Cc1ccc(/C=N/OC(=O)c2nn(C)cc2Cl)cc1	-1.9	-2	1	6	0	-1	19	0	-1
COc1ccccc1CNC(=O)C(=O)NCC(c1ccco1)N1CCOCC1 (centres undefined)	-0.1	-2	-2	5	4	4	-2	0	-4
COc1ccc(C(=O)Nc2nc(N)n(-c3ccccc3)n2)cc1OC	-1.2	3	-9	0	7	1	-10	0	9
CCOC(=O)c1c(C)[nH]c(C(=O)COC(=O)c2oc3ccc(OC)cc3c2C)c1C	-0.6	-1	-1	-7	-3	-1	-3	1	4
NC(=O)C1CCN(c2nnnn2-c2ccccc2)CC1	2.4	-3	-3	-5	2	1	3	1	9
COc1ccccc1NC(=O)CN(c1ccc(C)cc1)S(=O)(=O)c1c(C)n[nH]c1C	3.2	0	2	-12	1	0	4	4	-7
O=C(CNC(=O)c1ccc(Br)o1)OCC(=O)c1cccc([N+](=O)[O-])c1	-1.4	-6	-2	3	1	1	0	0	-5
CC1CCN(C(=S)c2cn(Cc3ccc(F)cc3)c3ccccc23)CC1	1.0	0	17	11	-7	-5	-1	5	-5

More entries:
SMILES	PP5 inh	PP1 inh	core dimer inh	proCasp7 act	proCasp3 act	Fh CTSL1 inh	JMJD2C inh	GRK2 inh	VLA-4 inh
O=S(=O)(c1ccc(C(F)(F)F)cc1)N1CCN(CCc2ccccc2)CC1	0.9	2	6	5	-1	2	4	3	-2
CCOC(=O)N1CCN(C(=O)C2CC(=O)N(Cc3ccc(OC)cc3)C2)CC1 (centres undefined)	-3.1	0	-3	2	3	2	-2	0	7
Cc1ccc(-c2csc(NC(=O)COC(=O)c3cccc(S(=O)(=O)N4CCOCC4)c3)n2)cc1	1.1	0	14	6	-9	-13	5	1	1
CCCCC1S/C(=N/N=C/c2ccc(OC)cc2)N(Cc2ccc(OC)cc2)C1=O (centres undefined)	0.8	0	5	2	-3	0	2	17	19
CCOC(=O)[C@@H]1[C@H]2COc3ccc(Br)cc3[C@@H]2N2C(=O)N(c3ccc(OC)cc3)C(=O)[C@]12C	3.6	-2	-11	-7	-4	1	5	0	24
CCn1c2ccc(OC)cc2c2nc3ccccc3nc21	1.7	0	-12	1	-2	3	-4	1	-4
CC1CCc2c(sc(NC(=O)COC(=O)C3CCCO3)c2C#N)C1 (centres undefined)	0.4	2	1	4	3	-8	-4	3	3

Structures listed above shown as hits in GRK2 inh.
Molecule,PP5 inh,core dimer inh,proCasp3 act,JMJD2C inh,GRK2 inh,VLA-4 inh
Cn1c(CSCc2ccccc2)nnc1SCC(=O)Nc1nccs1,7.0,0,3,-1,50*,-4

Three entries already listed, ordered by their value in PP5 inh, ascending.
| Structure | PP5 inh |
| --- | --- |
| O=S(=O)(c1ccc(C(F)(F)F)cc1)N1CCN(CCc2ccccc2)CC1 | 0.9 |
| CCn1c2ccc(OC)cc2c2nc3ccccc3nc21 | 1.7 |
| CCOC(=O)[C@@H]1[C@H]2COc3ccc(Br)cc3[C@@H]2N2C(=O)N(c3ccc(OC)cc3)C(=O)[C@]12C | 3.6 |
